ROC1-CUL1 inh: human ROC1-CUL1 E3 ligase inhibition; inhibition, % at 10 µM; in vitro K48 di-Ub FRET, acceptor:donor ratio, 45 min; actives 0.6% (n = 140,000); AID 1347404; P62877+Q13616; in the data active means inhibition above about 25%
Target sequence (P62877 whole entry, looked up): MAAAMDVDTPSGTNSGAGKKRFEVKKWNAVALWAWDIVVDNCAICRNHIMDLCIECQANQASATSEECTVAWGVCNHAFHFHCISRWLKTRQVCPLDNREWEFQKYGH
Target sequence (Q13616 whole entry, looked up): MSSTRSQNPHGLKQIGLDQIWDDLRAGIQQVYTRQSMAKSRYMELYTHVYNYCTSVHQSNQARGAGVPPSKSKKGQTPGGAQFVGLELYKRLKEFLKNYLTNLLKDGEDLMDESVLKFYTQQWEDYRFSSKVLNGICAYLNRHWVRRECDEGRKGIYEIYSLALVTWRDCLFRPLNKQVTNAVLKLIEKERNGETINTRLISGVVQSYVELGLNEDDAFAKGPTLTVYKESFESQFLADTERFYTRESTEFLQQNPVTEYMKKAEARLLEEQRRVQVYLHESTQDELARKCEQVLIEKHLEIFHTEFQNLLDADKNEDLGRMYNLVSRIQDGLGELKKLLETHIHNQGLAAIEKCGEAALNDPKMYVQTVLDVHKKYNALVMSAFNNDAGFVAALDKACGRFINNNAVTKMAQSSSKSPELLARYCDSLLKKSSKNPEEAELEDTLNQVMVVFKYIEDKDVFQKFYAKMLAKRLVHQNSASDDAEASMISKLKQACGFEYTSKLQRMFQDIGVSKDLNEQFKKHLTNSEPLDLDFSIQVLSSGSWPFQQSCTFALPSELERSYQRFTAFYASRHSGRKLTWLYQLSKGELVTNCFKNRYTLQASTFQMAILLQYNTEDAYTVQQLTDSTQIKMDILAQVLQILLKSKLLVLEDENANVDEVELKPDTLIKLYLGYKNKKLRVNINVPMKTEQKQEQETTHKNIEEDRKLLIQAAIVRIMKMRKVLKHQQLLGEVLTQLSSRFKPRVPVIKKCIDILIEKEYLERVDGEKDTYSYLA
Numbers without * were called inactive.

Start of the data: the first 16 records (preview)
SMILES	ROC1-CUL1 inh
CCN(CC)c1ccc(C=Nc2ccccc2C)c(O)c1	-9.3
COc1cc(CNC(C)c2ccccc2)cc(Br)c1OCc1ccccc1 (configuration not stated)	0.5
C=CCn1c(=O)c2c(nc3n(-c4ccccc4C)c(C)cn23)n(C)c1=O	-2.5
CCOC(=O)c1ccc(NS(=O)(=O)c2ccc3[nH]c4c(c3c2)CCCCC4)cc1	-5.4
COC(=O)c1ccc(-c2noc(CN3C[C@@H](C)O[C@@H](C)C3)n2)cc1	-1.4
O=C1CSC(=Nc2nc3c(s2)CCCC3)N1	12.6
CC(C)(C)c1cc(C(=O)Nc2nccs2)cc(C(C)(C)C)c1O	3.8
O=C(Cn1cnc2ccccc2c1=O)c1ccc(Br)cc1	-2.9
C=CCOc1ccc(NC(=O)c2ccc(Br)o2)cc1	7.3
c1ccc(Sc2nc3ccccc3s2)nc1	-0.2
CCOC(=O)CN1CCN(CCOC)CC1	9.9
CC(=C\c1ccccc1)/C=C1/SC(=O)N(CCCC(=O)Nc2ccc(S(N)(=O)=O)cc2)C1=O	6.2
N#CCCN(/N=C/c1ccccn1)C1NS(=O)(=O)C2CCCCC12 (configuration not stated)	1.8
CN1C(=O)C(C)(C)c2cc(S(=O)(=O)N3CCCC3C(=O)Nc3ccc(F)cc3)ccc21 (configuration not stated)	3.4
Cc1oc(-c2ccccc2NS(=O)(=O)N(C)C)nc1CNC(=O)C1CC(=O)OC12CCCCC2 (configuration not stated)	6.3
CCCCCCCc1ccc(-c2ccc(O)cc2)nc1	5.0

Main list, repeating the preview:
SMILES	ROC1-CUL1 inh
CCN(CC)c1ccc(C=Nc2ccccc2C)c(O)c1	-9.3
COc1cc(CNC(C)c2ccccc2)cc(Br)c1OCc1ccccc1 (configuration not stated)	0.5
C=CCn1c(=O)c2c(nc3n(-c4ccccc4C)c(C)cn23)n(C)c1=O	-2.5
CCOC(=O)c1ccc(NS(=O)(=O)c2ccc3[nH]c4c(c3c2)CCCCC4)cc1	-5.4
COC(=O)c1ccc(-c2noc(CN3C[C@@H](C)O[C@@H](C)C3)n2)cc1	-1.4
O=C1CSC(=Nc2nc3c(s2)CCCC3)N1	12.6
CC(C)(C)c1cc(C(=O)Nc2nccs2)cc(C(C)(C)C)c1O	3.8
O=C(Cn1cnc2ccccc2c1=O)c1ccc(Br)cc1	-2.9
C=CCOc1ccc(NC(=O)c2ccc(Br)o2)cc1	7.3
c1ccc(Sc2nc3ccccc3s2)nc1	-0.2
CCOC(=O)CN1CCN(CCOC)CC1	9.9
CC(=C\c1ccccc1)/C=C1/SC(=O)N(CCCC(=O)Nc2ccc(S(N)(=O)=O)cc2)C1=O	6.2
N#CCCN(/N=C/c1ccccn1)C1NS(=O)(=O)C2CCCCC12 (configuration not stated)	1.8
CN1C(=O)C(C)(C)c2cc(S(=O)(=O)N3CCCC3C(=O)Nc3ccc(F)cc3)ccc21 (configuration not stated)	3.4
Cc1oc(-c2ccccc2NS(=O)(=O)N(C)C)nc1CNC(=O)C1CC(=O)OC12CCCCC2 (configuration not stated)	6.3
CCCCCCCc1ccc(-c2ccc(O)cc2)nc1	5.0
COCCCn1c(C(N)=O)cc2c(=O)n3cccc(C)c3nc21	-4.5
COc1ccc(/C=C2\CCCC3C2=NN(C(=O)c2scnc2C)C3c2ccc(OC)cc2)cc1 (configuration not stated)	10.6
COc1cccc(C=Nc2ccccc2C(=O)Nc2nccs2)c1OC	-3.8
O=C(Nc1ccccc1)N(CCCN1CCOCC1)Cc1cccc2ccccc12	2.7
CC(C)C1=NOC(C(=O)N2CCN(c3cnn(C)c(=O)c3)CC2)C1 (configuration not stated)	5.8
CCOC(=O)c1[nH]c2ccccc2c1NC(=O)CN1CCCCC1	-1.8
CCN(CC)CCNC(=O)c1cn(CCOC)c(=O)c2c1c1ccccc1n2C	-0.1
Cc1ccc(NC(=O)c2ccc(NS(=O)(=O)c3cccc4cccnc34)cc2)cc1	-5.6
CC1=Nc2ccccc2C1=Cc1sc(=O)n(Cc2c(F)cccc2Cl)c1O	-1.1
COC(=O)Nc1nc2cc(Cl)ccc2o1	5.1
COc1cc(Cl)ccc1OCc1cc(C(=O)N2CCCO2)no1	1.0
COC1(c2ccc(C)cc2)C(=O)C(c2ccccc2)=C1OC(C)C (configuration not stated)	2.0
CCOC(=O)c1ccc(NC(=O)C2CCN(S(=O)(=O)c3cc(Cl)ccc3Cl)CC2)cc1	-1.9
c1ccc(-c2nnc3sc(Cc4noc5ccccc45)nn23)cc1	2.5
O=c1oc(-c2cccc(Cl)c2)nc2scc(-c3ccc(Br)cc3)c12	-7.2
CCOC(=O)c1ccc(N2C(=O)c3[nH]nc(-c4ccccc4)c3C2c2ccc(C(C)C)cc2)cc1 (configuration not stated)	-3.0
CCCCCCOC(=O)Oc1ccc(C=Nc2ccc(OCC)cc2)cc1	-1.0
CCN(C(=O)C1CCN(C(=O)c2ccccc2F)CC1)c1cccc(C)c1	0.5
O=C1C=C(CO)OC(CN2CCCC2)C1=O (configuration not stated)	1.4
COc1ccc(-n2c(-c3ccc(O)cc3)n[nH]c2=S)cc1	-1.8
COC(=O)[C@]1(C)C[C@H](C(=O)NCC(C)(C)CO)[C@H](c2ccc(Cl)cc2)N1C	-4.1
COc1cccc(C(C)NC(=O)c2c(F)cccc2Cl)c1 (configuration not stated)	1.9
Cn1ccc(C(=O)N(CC#N)CC#N)n1	1.8
CCCOc1ccc(CNC(=O)c2ccc(C)c(-n3c(C)nc4cccnc43)c2)cc1	-1.5
O=C(Nc1ccccc1O)C1CCCCC1	0.6
CCN(CC)CCN1C(=O)CC2Sc3ccc(OC)cc3N=C21 (configuration not stated)	-1.4
CCC(=O)N[C@@H]1c2ccccc2C2(CCN(C(=O)Cn3ccc(C)n3)CC2)[C@H]1OCc1cccnc1	3.0
Cc1nc2ccc(C(=O)N3CCSCC3)cc2s1	-2.7
Cc1cc(C)n(-c2nnc(NCCNc3nnc(-n4nc(C)cc4C)nn3)nn2)n1	-3.7
CCOc1ccc(CCNC(=O)c2sc3nc4n(c(=O)c3c2C)CCCC4)cc1	7.2
COc1ccc(CCNC(=O)c2ccc(Cn3c(=O)c4ccccc4n(Cc4ccc(F)cc4Cl)c3=O)cc2)cc1OC	-2.4
CSc1nc(C(=O)N2CCCC(Nc3ccc4c(c3)OCCO4)C2)cs1 (configuration not stated)	0.5
CC(=O)Oc1cc(O)c(I)c2oc(C)cc(=O)c12	0.9
CCOc1cccc(C2C(C(=O)c3ccc4c(c3)OCCO4)C(=O)C(=O)N2CCCn2ccnc2)c1 (configuration not stated)	1.6
Cc1cc(C(F)(F)F)c2c(C)nn(-c3ccc(C(=O)O)cc3)c2n1	8.0
CCCN1CCC(NC(=O)Cc2cccs2)CC1	-1.9
CCn1ccc(-c2cccc(-c3ccccn3)c2)n1	-0.3
CC1(C)C=Cc2c(nc3ccccc3c2NCc2ccccc2)C1	3.1
COc1cc(C2Nc3ccccc3C(=O)N2Cc2ccco2)ccc1O (configuration not stated)	0.0
CCOc1cccc(CNCc2cccnc2)c1OCc1ccccc1	16.2
CC(=O)N1CCCc2cc(S(=O)(=O)N3CCCCC3)ccc21	-6.0
CCC(C)NS(=O)(=O)c1cc(Cl)c(OC)cc1Cl (configuration not stated)	-6.4
CN(C)S(=O)(=O)N1CCC(C(=O)NC2CCCCCC2)CC1	6.4
FC(F)(F)CCNC1CCN(c2cccc(-c3ccccc3)c2)CC1	9.3
Remaining list, next part
SMILES	ROC1-CUL1 inh
Cc1ccsc1CN1CCSCC1	1.3
COc1cc(CN2CCc3[nH]ncc3C2)ccc1OCC(O)CN(C)C1CCCCC1 (configuration not stated)	1.6
COCCc1nc2ccc(C(=O)N3CCCO3)cc2o1	-4.1
COc1ccc(-c2ccc3c(N)c(C(=O)Nc4cc(F)ccc4C)sc3n2)cc1	4.9
OCc1cc(Cl)ccc1Sc1ccccc1F	-1.3
CCNC(=O)c1cc2c(=O)n3ccccc3nc2n1CCCOC	-3.7
O=C(c1ccc(Cl)cc1)c1cn(Cc2ccccc2)c2cc3c(cc2c1=O)OCCO3	-1.4
CCOc1cc(/C=C2/C(=N)N3N=C(C(F)(F)F)SC3=NC2=O)ccc1OCc1ccccc1	16.8
CCN(CC)C(=O)c1c(-c2ccccc2)c(-c2ccccc2)nn(C)c1=O	8.5
CCc1ccccc1NC(=O)C1CCCN(c2cnccn2)C1 (configuration not stated)	-5.6
Cc1ccc(NC(=O)CCC2CCCC2)nc1	11.3
COc1cccc(OCc2cc(=O)n3cc(C)sc3n2)c1	-2.6
CC1(C)CC(=O)C2C(=NC(=O)NC2c2cc(Cl)cc(Cl)c2)C1 (configuration not stated)	6.9
CCCCS(=O)(=O)N1CCCC(C(=O)N2CCOCC2)C1 (configuration not stated)	-2.9
COc1ccc(CCNC(c2ccc(F)cc2)c2nnc(-c3ccccc3Cl)o2)cc1OC (configuration not stated)	-2.0
Cc1cc(C)c2c(=O)[nH]c(SCC(N)=O)nc2n1	-0.8
O=C(Nc1ncc(Cc2cccc(C(F)(F)F)c2)s1)C(c1ccccc1)c1ccccc1	-7.5
Cc1ccc(NC(=O)Cn2c(=O)n(Cc3nc(-c4ccccc4)no3)c(=O)c3ccccc32)c(C)c1	-18.2
CN(C)S(=O)(=O)N1CCc2ccc(NC(=O)c3ccncc3)cc2C1	-3.1
CC(C)(C)C(=O)[C@H]1[C@H](c2ccc(Br)cc2F)C(C#N)(C#N)[C@@H]2c3ccccc3C=CN21	4.6
COc1ccc(-c2nc(-c3ccc(O)cc3O)cs2)cc1OC	-7.3
CCN(Cc1ccccc1)C(=O)Cn1c(=O)n(-c2ccc(OC)cc2OC)c(=O)c2c(C)c(C)sc21	-0.7
Cc1ccsc1C(=O)NNC(=O)Nc1ccc(Cl)c(Cl)c1	7.8
CC1CN(C(=O)CCC(=O)NCc2ccccc2)c2cc(Cl)ccc2O1 (configuration not stated)	5.1
O=C(CSc1nnc(-c2ccccc2Br)o1)N1CCCCC1	-0.8
COc1ccc(-c2cn3c(n2)sc2cc(C(=O)NC4CCCCC4)ccc23)cc1	3.6
Cc1cc(C)c(NC(=O)c2ccccc2OC(C)C)c(C)c1	13.6
COc1cccc(NC(=O)c2sc3nc(C)c(C(=O)Nc4ccc(C)cc4C)c(-c4ccc(C)o4)c3c2N)c1	4.0
CSCC(=O)N1CCCC(CCC(=O)N2CCN(c3ccccn3)CC2)C1 (configuration not stated)	3.9
Cc1ccc(-n2c(SCc3cccc(F)c3)nc3sc4c(c3c2=O)CCCC4)cc1C	9.3
COc1ccc(S(=O)(=O)NCC2CCCN(C(=O)c3cnsn3)C2)cc1 (configuration not stated)	6.5
Cc1ccc(CNC(=O)CN2C(=O)COc3ccc(S(=O)(=O)N4CCC(C)CC4)cc32)cc1	-4.5
CCN(CC)c1ccc(NC(=O)COc2ccccc2)cc1	6.7
O=S(=O)(Cc1ccccc1F)c1nc2ncccc2[nH]1	-5.8
COc1cccc(-c2cc3c(c(OC)c2)OCCN(C(=O)C2CC2)C3)c1	2.0
CC1CCN(C(=O)C2CCCN(C3CCN(Cc4ccccc4)CC3)C2)CC1 (configuration not stated)	8.6
C=CCOc1cccc(CNC(C)(C)CO)c1	10.5
Cc1c(Cl)cccc1NC(=S)NC(=O)c1cccc(Cl)c1	2.8
O=C1CC(N2CCN(c3ccccc3F)CC2)C(=O)N1c1ccc2c(c1)OCCO2 (configuration not stated)	5.4
O=C1NCCN(Cc2cccc(Oc3ccccc3)c2)C1CC(=O)N1CCCC1 (configuration not stated)	-2.9
Cc1cc(C)cc(NC(=O)c2ccc3oc(=O)c(S(=O)(=O)c4ccc(F)cc4)cc3c2)c1	-1.6
CC(CNC(=O)c1cnn(-c2ccc(F)cc2)c1-n1cccc1)c1ccccc1 (configuration not stated)	2.7
O=c1[nH]c(SCc2c(F)cccc2Cl)nc2c1CCCC2	7.9
CCOc1ccc(CCNC(=O)CSc2nnnn2-c2ccccc2Cl)cc1OCC	-11.6
COC(=O)C1=C(C(=O)OC)C2C(C)=CC(C)=CN2C(C(=O)OC)=C1C(=O)OC (configuration not stated)	-7.4
CCC(C(=O)NC1CCCCC1)n1c(SCc2ccccc2F)nc2ccncc21 (configuration not stated)	0.6
CCCc1c(-c2ccccc2)nc(N2CCN(c3ccccc3)CC2)[nH]c1=O	0.7
NC(=O)Nc1ccccc1C(=O)Nc1ccc(F)cc1	-10.6
Cc1ccc(C(=O)Oc2ccc(C(=O)c3ccccc3)cc2)cc1[N+](=O)[O-]	8.2
O=C(O)CN=C1NC(=O)/C(=C/c2c(Cl)cccc2Cl)N1	8.8
COc1ccc(C(=O)CSc2nc(C)cc(C)n2)cc1C	-1.3
N=C1CC(=O)Nc2nnc(SCc3cccc(Oc4ccccc4)c3)n21	6.2
CCn1c(COc2ccc(Cl)cc2)nnc1SC(C)C(=O)Nc1ccc([N+](=O)[O-])cc1 (configuration not stated)	5.7
CC(C)c1nccn1CCCNC(=O)c1ccc(N2CCN3CCCC3C2)nc1 (configuration not stated)	7.5
CC(=O)Nc1ccc(N2C(=O)CC(Sc3nccc(C)n3)C2=O)cc1 (configuration not stated)	5.5
CC(=O)Nc1ccc(C2=NN(CC#N)C(=O)SC2)cc1	-7.0
COc1cc(-c2nc3ccccn3c2N=Cc2ccc(-c3ccc(Br)cc3)o2)ccc1O	1.9
CCOc1ccc(S(=O)(=O)Nc2ccc3oc4c(c3c2)CC(C)CC4)cc1 (configuration not stated)	1.8
CCOc1ccccc1N1CCN(C(=O)CCC2(Cc3ccc(OC)cc3F)CCC(=O)N2)CC1 (configuration not stated)	-4.7
Cc1cc(C)cc(NC(=O)Cn2c(=O)n(-c3cc(C)cc(C)c3)c(=O)c3oc4ccccc4c32)c1	-1.3
The results go on.
SMILES	ROC1-CUL1 inh
N#Cc1cccc(Oc2cccc(C(=O)OCc3ccccc3Cl)c2)c1C#N	-9.9
O=C(COC(=O)c1ccccc1NC(=O)C(F)(F)F)c1ccccc1	-5.4
Cc1ccccc1NC(=O)C1(N(Cc2ccco2)C(=O)Cc2cc3ccccc3[nH]2)CCCCC1	-2.6
O=C1N(c2ccccc2)C(c2cccc(F)c2)C1(F)F (configuration not stated)	-1.1
O=C1CC2(CCCCC2)Oc2c1sc1ccccc21	12.7
Cc1ncc2c(c1-c1nnn(CC(=O)Nc3ccnn3CC(C)C)n1)CCC2	8.1
c1cncc(-c2ncc3c(n2)CCCC3NCC2CCCCC2)c1 (configuration not stated)	1.1
COc1ccc(N2CCN(C(=O)NCc3noc4ccccc34)CC2)cc1	-2.5

These rows are one share of the data; rates above refer to the full screens.
